Source: PubChem BioAssay (several laboratories)
M4 antag: antagonists of human muscarinic M4 receptor (CHRM4). inhibition, % at 3 µM. hit rate 0.73% among 360,000. CHO-hM4 cells, ACh EC80, Fluo-8 calcium fluorescence. P08173;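 active = inhibition above its plate's cutoff, the mean inhibition of sample wells plus 3 SD, cut at about 27% in these data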;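 also: 0% = acetylcholine EC80 with DMSO and 100% = DMSO without agonist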
Target sequence (P08173 whole entry, looked up): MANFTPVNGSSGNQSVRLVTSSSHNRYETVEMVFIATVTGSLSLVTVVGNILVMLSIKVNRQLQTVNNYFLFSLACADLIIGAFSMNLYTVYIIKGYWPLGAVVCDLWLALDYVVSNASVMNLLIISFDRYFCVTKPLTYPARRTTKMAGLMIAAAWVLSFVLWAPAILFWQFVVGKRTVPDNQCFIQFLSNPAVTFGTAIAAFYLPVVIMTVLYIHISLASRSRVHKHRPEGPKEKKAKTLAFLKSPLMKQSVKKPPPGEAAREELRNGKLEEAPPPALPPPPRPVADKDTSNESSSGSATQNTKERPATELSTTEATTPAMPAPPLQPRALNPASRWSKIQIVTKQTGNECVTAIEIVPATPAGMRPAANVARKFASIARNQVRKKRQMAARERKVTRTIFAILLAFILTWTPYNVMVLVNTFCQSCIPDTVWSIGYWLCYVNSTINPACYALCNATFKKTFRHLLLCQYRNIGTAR
CHRM4 agonist: CHRM4 agonism in calcium assay | P08173 | CHO-K1 hM4/Gqi5, Fluo-8 calcium fluorescence; vehicle 0%, full acetylcholine response 100% | activation, % at 3 µM | hit rate 0.14% among 360,000 | AID 624127;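 active = activation above the run mean over all test wells plus 3 SD, cut at about 32% in these data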;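 also: peak over basal fluorescence ratio per well then scaled between controls; 0% = DMSO wells and 100% = acetylcholine at EC100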
M5 PAM: positive allosteric modulators of human muscarinic M5 receptor; P08912; CHO-K1 hM5, Fluo-8 calcium, ACh EC20 PAM; 0% = ACh EC20, 100% = ACh EC100; activation, % at 3 µM; hit rate 0.3% among 360,000;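 active = activation above the run cutoff, the mean activation of all test compounds plus 3 SD, cut at about 18% in these data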
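System: CHO-K1 cell line with stable human muscarinic M5 receptor expression | Also added: EC20 acetylcholine as agonist stimulus | Compound: One concentration, 3 µM final (nominal) | Timing: Fluo-8 loading 80 min at 37 °C plus 30 min room temperature | Measured by: Fluo-8 calcium dye fluorescence, kinetic read | Read-out basis: % activation, ACh-normalized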
CHRM4 PAM: CHRM4 positive allosteric modulation; CHO-K1 hM4/Gqi5, Fluo-8 calcium fluorescence, ACh EC20; 0% = ACh EC20, 100% = maximal ACh; activation, % at 3 µM; hit rate 0.4% among 360,000;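 active = activation above its plate's cutoff, the mean activation of sample wells plus 3 SD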; also: some results filed as inactive read as strong as hits
CHRM5 agonist: CHRM5 agonism in calcium assay; P08912; CHO-K1 hM5 cells, Fluo-8 calcium fluorescence; 0% DMSO wells, 100% maximal acetylcholine response; activation, % at 3 µM; hit rate 0.19% among 360,000;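 active = activation above the run's mean over test compounds plus 3 SD, cut at about 23% in these data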;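 also: signal is peak over basal fluorescence ratio across the kinetic read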
CRFR2-BP antag: CRF-BP/CRF-R2 complex antagonism | HEK293 CRF-R2/CRF-BP, CRF-induced calcium fluorescence | inhibition, % at 11.8 µM | hit rate 0.59% among 350,000 | AID 588475;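 active = inhibition of the ligand-induced calcium signal above about 50% at the single tested concentration, limit read from the data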
CRFR2-BP ag: agonists of human CRF-binding protein/CRF-R2 receptor complex | AID 588473 | hit rate 0.46% among 350,000 | activation, % at 13.2 µM | HEK293 CRF-R2/CRF-BP, calcium dye fluorescence (FLIPR); percent of saturating CRF peptide response;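 active = activation of at least 50%, plus an integration ratio under a set limit after plate pattern correction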;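 also: plate controls were neutral control wells without compound for no effect and CRF at EC100 for full effect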
CHRM5 antagonist: blocks acetylcholine activation of human M5 receptor; P08912; CHO-hM5 cells, Fluo-8 calcium fluorescence, ACh EC80; inhibition, % at 3 µM; hit rate 0.59% among 360,000;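 active = inhibition above a per-plate cutoff, the mean of that plate's test compounds plus 3 SD, cut at about 27% in these data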;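 also: 0% = acetylcholine EC80 with DMSO and 100% = DMSO without agonist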
CHRM1 PAM: human CHRM1 positive allosteric modulation; hit rate 0.088% among 360,000; AID 588819; CHO-K1 hM1, Fluo-8 calcium fluorescence, ACh EC20; 0% = ACh EC20, 100% = maximal ACh; activation, % at 3 µM; in the data active = activation above about 19%, passing the limit was not always enough
Target sequence (P11229 whole entry, looked up): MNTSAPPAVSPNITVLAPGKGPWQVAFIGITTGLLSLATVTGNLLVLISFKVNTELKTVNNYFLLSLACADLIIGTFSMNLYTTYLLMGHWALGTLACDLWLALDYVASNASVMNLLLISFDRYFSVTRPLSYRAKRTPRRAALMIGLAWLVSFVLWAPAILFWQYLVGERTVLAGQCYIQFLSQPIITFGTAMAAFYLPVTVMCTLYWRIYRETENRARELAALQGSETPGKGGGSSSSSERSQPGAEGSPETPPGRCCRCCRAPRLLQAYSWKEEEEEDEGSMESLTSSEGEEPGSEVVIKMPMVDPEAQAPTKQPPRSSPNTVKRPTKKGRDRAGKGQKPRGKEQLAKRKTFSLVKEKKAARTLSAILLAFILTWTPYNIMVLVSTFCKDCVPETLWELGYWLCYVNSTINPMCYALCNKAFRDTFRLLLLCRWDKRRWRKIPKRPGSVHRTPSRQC
* marks the source's active call; other numbers are inactive results; . = not tested or not shown.

Values run as follows: M4 antag, CHRM4 agonist, M5 PAM, CHRM4 PAM, CHRM5 agonist, CRFR2-BP antag, CRFR2-BP ag, CHRM5 antagonist, CHRM1 PAM
O=C(Nc1ccc(F)cc1)c1ccc2nsnc2c1
    4.6, 1.2, -4.1, 0.4, 0.7, -0.2, -1.3, 12.5, -0.1
CC(OC(=O)c1snc(C(=O)NC2CCCCC2)c1N)C(=O)NC(C)(C)C (stereo not drawn)
    9.4, 1.0, -2.2, 2.8, 0.3, -6.3, 1.7, 4.4, 9.3
Oc1c(C(c2cccc(F)c2)N2CCN(Cc3ccccc3)CC2)sc2ncnn12 (stereo not drawn)
    -16.4, 2.0, 1.3, 15.1, 0.7, -11.3, -6.8, -2.6, 10.0
Fc1ccc(-c2cc(C(F)(F)F)nc(NCc3cccs3)n2)cc1
    -3.6, -0.3, -10.9, -10.3, -1.6, -26.7, 4.6, 5.4, -6.7
COc1ccc(C2CC(=O)c3sc(NC(C)=O)nc3C2)cc1 (stereo not drawn)
    10.4, 0.3, 1.3, -2.0, -2.7, -7.9, -0.5, 0.8, 9.8
COC/C=C/C1=CC2=CC(=O)C(C)(OC(=O)c3cnc4ccccc4n3)C(=O)C2=CN1CCOC (stereo not drawn)
    -9.6, 3.0, 4.7, 14.4, 1.5, -2.7, 2.9, -1.5, 16.6
CC[C@]12c3[nH]c4ccc(OC)cc4c3CCN1C(=O)C(CC(=O)NCCN1CCOCC1)C[C@@H]2C(=O)N1CCN(C(=O)c2ccco2)CC1 (stereo partly drawn)
    -8.3, 0.7, 3.9, 4.4, 1.4, -4.7, -0.7, 0.2, 9.5
CCN(CC)c1ccc(/C=N/NS(=O)(=O)c2cccc([N+](=O)[O-])c2)cc1
    -0.2, 0.1, 1.8, -3.5, -3.6, -1.3, -0.5, 2.7, 4.5
Cc1ccc(S(=O)(=O)N2CCN(CC(=O)N/N=C/c3ccc(C)o3)CC2)cc1
    -0.5, 1.6, -0.1, -6.5, -0.9, 3.8, -1.2, -5.9, 9.0
CC(=O)Nc1ccc(NC(=O)c2cc(=O)c3cc(C)c(C)cc3o2)cc1
    -19.9, 2.0, 3.5, 7.3, -1.0, 6.3, -2.1, -1.3, 10.4
CC(=O)N1N=C2/C(=C/c3ccccc3)CCCC2C1c1ccccc1 (stereo not drawn)
    -9.0, 9.7, -16.8, -0.5, -2.9, 14.0, 0.1, 17.8, -1.1
COC(=O)c1c(C)oc(C)c1S(=O)(=O)N(C)C1CCCCC1
    -4.1, -0.2, -8.8, 1.7, -3.5, -11.8, 1.6, 10.9, 11.7
COc1cccc(C(=O)NCCS(=O)(=O)NC2CCCC2)c1
    7.6, 0.7, -2.7, -1.5, -5.5, 3.1, -1.6, 15.7, -3.4
O=C(NCCN1CCCCC1)Nc1ccc(F)cc1F
    -11.6, 1.2, -0.7, 3.1, -0.6, 3.5, -0.9, -1.7, 0.4
CCc1cc2cc3c(cc2nc1SCC(=O)Nc1nnc(C)s1)OCCO3
    0.8, 0.5, -6.9, 1.9, -2.5, -7.0, 0.1, -0.6, 4.0
CS(=O)(=O)N(CC(=O)Nc1ccccc1Br)Cc1ccccc1
    2.2, 0.8, -1.0, 0.4, 2.9, -6.7, -0.7, 6.1, 4.7
COCCNC(=O)C1CCCN(C(=O)c2cccnc2Oc2ccccc2)CC1 (stereo not drawn)
    -4.6, -0.2, -4.4, 4.3, -1.9, ., ., -0.9, 5.9
COc1ccc(S(=O)(=O)N2CCCC2C(=O)Nn2cnnc2)cc1 (stereo not drawn)
    2.0, 1.3, 1.1, 4.1, -0.9, -17.9, 2.1, 1.1, 7.1
COc1ccc(C(CC(=O)O)NC(=O)c2ccco2)cc1OC (stereo not drawn)
    8.0, -0.2, 0.5, 3.9, 0.8, -9.6, 0.5, 1.7, -0.7
CC1(C)Cc2noc(N)c2C(C)(C)N1OC(=O)c1ccco1
    12.0, 0.5, -6.0, -6.0, -0.9, 15.1, 0.1, 9.6, 1.8
Cc1c(C(=O)O)nnn1-c1ccccc1
    9.6, 0.0, 0.2, 0.2, 0.2, 12.6, -2.9, 0.3, 0.9
COc1cc(Cl)c(C)cc1NC(=O)CN1CCCCCC1
    -3.2, -0.5, 2.9, 2.1, -1.5, -12.9, 2.1, 1.9, 11.8
CCOc1ccc(NC(=O)CN2C(=O)NC3(CCCC3)C2=O)cc1S(=O)(=O)N1CCCCC1
    -3.6, 1.0, -3.7, 2.5, 2.9, -6.2, -1.2, 1.2, 5.7
Brc1ccc(/C=N/Nc2nc3ccccc3o2)cc1
    -0.9, 2.0, -5.8, -4.9, -5.9, -17.0, -2.6, 3.9, 3.0
COc1ccc(C(=O)CCS(=O)(=O)c2ccc(F)cc2)cc1OC
    -1.0, 3.5, 0.5, 7.0, -1.6, ., ., 5.1, 10.2
COc1ccc(-c2ccc(C(=O)NCc3ccc(N4CCN(C)CC4)cc3)c3occc23)c(C)c1
    0.3, 4.7, -3.5, -4.2, -0.6, ., ., 4.8, 0.4
CCCn1nnc(NC(=O)c2ccc(-c3ccccc3)cc2)n1
    4.9, 3.3, -5.0, 9.8, 0.0, -45.8, -0.8, 12.4, 1.9
Nc1ccc(CN2CCCCCC2)cc1
    -1.6, 0.5, 38.5*, -0.7, -11.3, 1.8, -0.8, 3.5, -6.4
O=C(O)CCc1ccc(-c2ccc(Cl)cc2)n1Cc1ccco1
    8.9, 0.3, 1.6, 1.1, 1.9, 15.1, -0.3, -0.8, 2.0
COc1ccc(C(=O)N2CCC(C)(C(=O)NS(=O)(=O)C3CC3)C2)c(OC)c1 (stereo not drawn)
    -10.3, 0.4, -0.6, 0.4, 0.2, ., ., -0.6, 6.5

Compound profiles, from the list above.
CCCn1nnc(NC(=O)c2ccc(-c3ccccc3)cc2)n1 in the list: M4 antag: 4.9; CHRM4 agonist: 3.3; M5 PAM: -5.0; CHRM4 PAM: 9.8; CHRM5 agonist: 0.0; CRFR2-BP antag: -45.8; CRFR2-BP ag: -0.8; CHRM5 antagonist: 12.4; CHRM1 PAM: 1.9
COCCNC(=O)C1CCCN(C(=O)c2cccnc2Oc2ccccc2)CC1 (stereo not drawn) in the list: M4 antag: -4.6; CHRM4 agonist: -0.2; M5 PAM: -4.4; CHRM4 PAM: 4.3; CHRM5 agonist: -1.9; CRFR2-BP antag: .; CRFR2-BP ag: .; CHRM5 antagonist: -0.9; CHRM1 PAM: 5.9

The list continues:
Values run as follows: M4 antag, CHRM4 agonist, M5 PAM, CHRM4 PAM, CHRM5 agonist, CRFR2-BP antag, CRFR2-BP ag, CHRM5 antagonist, CHRM1 PAM
Cc1ccc(-n2c(Cc3cccn3C)nnc2SCC(=O)NC2CCCCC2)cc1
    -11.8, 0.1, 9.0, 1.9, 2.5, -16.5, 1.3, -13.3, 18.2
COc1cc(S(=O)(=O)N2CCN(C)CC2)c(OC)cc1Br
    -4.1, 0.7, 1.7, 12.9, -3.9, -4.5, -0.7, -1.2, 7.2
Cn1cnnc1SCC(=O)Nc1ccc(OC(F)F)cc1
    -3.1, 0.9, 3.9, 2.0, -0.2, 7.4, 1.7, 2.3, 5.3
C[C@H](O)[C@@H]1CN2CCc3c([nH]c4ccccc34)[C@@H]2C[C@@H]1N(C)C(=O)Nc1ccccc1
    -0.9, 0.9, 3.8, 5.5, 0.4, -9.0, 1.0, -14.0, 9.2
CC(C)(C#CC(O)(c1ccccc1)c1ccccc1)N1CCCC1
    79.3*, 0.2, -16.5, -25.8, -11.2, 7.5, 2.3, 69.5*, -22.6
CC(=O)Nc1ccc(S(=O)(=O)NNC(=O)C2CCCCC2)cc1
    2.3, 0.2, -1.6, -4.0, -0.3, 4.1, -0.6, 9.7, 8.8
Cc1cccc[n+]1CC(=O)/C=C1\N(C)c2ccccc2C1(C)C
    14.7, 1.5, -16.9, -9.1, -8.4, 6.0, 1.5, 11.8, 0.5
CN(CCC#N)S(=O)(=O)c1ccc2c(c1)c(=O)n(C)c(=O)n2C
    6.6, -0.2, -2.3, -3.8, -6.1, 11.4, -1.5, 6.9, -8.6
Cn1cccc1C(=O)OCC(=O)N1CCc2ccccc21
    1.2, 0.7, 1.8, -5.3, -0.5, 0.1, -0.1, 5.4, 12.2
CCCOc1ccccc1NC(=O)/C=C/c1ccc(OC)c(S(=O)(=O)N2CCOCC2)c1
    7.6, 7.6, -10.3, -4.7, 0.0, -1.6, 0.6, 15.3, -6.5
CC(=NC1CC1)c1c(-c2ccccc2)[nH]n(-c2nc3ccccc3s2)c1=O
    -6.5, 1.1, 8.5, 7.5, -1.2, 9.0, 3.7, -3.1, -6.7
C=CCNCC#CCOc1ccc(OC)cc1
    -4.7, -0.1, 3.1, 1.4, -9.2, -16.0, -1.0, -5.9, 8.2
CC(C)(C)c1ccc(-c2ncccc2O)cc1
    -4.1, 0.5, 1.1, -1.3, 4.6, 2.0, 1.4, -0.3, 3.8
CC(=O)Nc1ccc(S(=O)(=O)NCCCN2CCN(Cc3ccccc3)CC2)cc1Cl
    -8.2, 0.8, 7.4, -12.0, -1.5, 13.5, 0.5, -4.1, -1.5
Cc1cc(C(=O)CSc2nnc(-c3ccc(F)cc3)o2)c(C)n1CC1CCCO1 (stereo not drawn)
    0.4, 8.4, -19.4, -1.4, 7.7, -0.1, 1.6, 12.8, -5.6
COc1ccccc1-c1sc2cc3c(cc2c1C#CCO)OCO3
    -1.1, 0.6, 5.1, 9.9, -0.8, 5.1, -0.1, 4.0, 10.8
COc1ccc(CN2Cc3cccc4c3[C@@H](CC2=O)[C@H](O)[C@H](O)C4)cc1
    0.2, 4.7, 2.2, 3.4, 2.0, 1.2, -0.4, -1.8, 4.5
O=Cc1cccc2ccc3cccc(C(=O)O)c3c12
    -3.3, 0.0, -9.8, 0.9, 1.8, 12.0, -1.2, 5.4, 9.1
CCc1ccc2c(c1)NC(=O)C2(C)Cc1ccccc1OC (stereo not drawn)
    -9.6, 0.2, -5.5, 1.1, -1.2, ., ., 1.4, 5.3

Three of these compounds in a different format.
CC(=NC1CC1)c1c(-c2ccccc2)[nH]n(-c2nc3ccccc3s2)c1=O
  M4 antag = -6.5
  CHRM4 agonist = 1.1
  M5 PAM = 8.5
  CHRM4 PAM = 7.5
  CHRM5 agonist = -1.2
  CRFR2-BP antag = 9.0
  CRFR2-BP ag = 3.7
  CHRM5 antagonist = -3.1
  CHRM1 PAM = -6.7

CC(=O)Nc1ccc(S(=O)(=O)NNC(=O)C2CCCCC2)cc1
  M4 antag = 2.3
  CHRM4 agonist = 0.2
  M5 PAM = -1.6
  CHRM4 PAM = -4.0
  CHRM5 agonist = -0.3
  CRFR2-BP antag = 4.1
  CRFR2-BP ag = -0.6
  CHRM5 antagonist = 9.7
  CHRM1 PAM = 8.8

Cn1cccc1C(=O)OCC(=O)N1CCc2ccccc21
  M4 antag = 1.2
  CHRM4 agonist = 0.7
  M5 PAM = 1.8
  CHRM4 PAM = -5.3
  CHRM5 agonist = -0.5
  CRFR2-BP antag = 0.1
  CRFR2-BP ag = -0.1
  CHRM5 antagonist = 5.4
  CHRM1 PAM = 12.2
